RTF Ca sens act – cardiac RTF calcium sensitivity activators, primary screen, biochemical, IANBD-TnC fluorescence, EC20 calcium; Troponin I, cardiac muscle (Homo sapiens) + Troponin T, cardiac muscle (Homo sapiens) + …; IANBD-labeled TnC RTF fluorescence at EC20 calcium; 0% EC20 calcium, 100% full calcium; activation, % at 7.2 µM; 340,000 compounds, 0.24% hits;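 active = activation above the mean over all tested compounds plus 3 SD, cut at about 30% in these data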;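 also: rise in fluorescence read as greater calcium sensitivity of cardiac thin filaments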
Keap1-Nrf2 PPI – Keap1-Nrf2 protein-protein interaction inhibitors, primary screen, biochemical, fluorescence polarization, single point. inhibition, % at 9.4 µM. Keap1 Kelch-Nrf2 peptide fluorescence polarization, 1536-well. 340,000 compounds, 0.15% hits; in the data active = inhibition above about 12%;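 also: human Keap1 Kelch domain with fluorescein labeled Nrf2 9mer peptide probe; 0% = neutral control wells and 100% = peptide positive control; higher means more block of Keap1 binding to Nrf2 peptide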
Target sequence (Q14145 whole entry, looked up, the tested form may be a part): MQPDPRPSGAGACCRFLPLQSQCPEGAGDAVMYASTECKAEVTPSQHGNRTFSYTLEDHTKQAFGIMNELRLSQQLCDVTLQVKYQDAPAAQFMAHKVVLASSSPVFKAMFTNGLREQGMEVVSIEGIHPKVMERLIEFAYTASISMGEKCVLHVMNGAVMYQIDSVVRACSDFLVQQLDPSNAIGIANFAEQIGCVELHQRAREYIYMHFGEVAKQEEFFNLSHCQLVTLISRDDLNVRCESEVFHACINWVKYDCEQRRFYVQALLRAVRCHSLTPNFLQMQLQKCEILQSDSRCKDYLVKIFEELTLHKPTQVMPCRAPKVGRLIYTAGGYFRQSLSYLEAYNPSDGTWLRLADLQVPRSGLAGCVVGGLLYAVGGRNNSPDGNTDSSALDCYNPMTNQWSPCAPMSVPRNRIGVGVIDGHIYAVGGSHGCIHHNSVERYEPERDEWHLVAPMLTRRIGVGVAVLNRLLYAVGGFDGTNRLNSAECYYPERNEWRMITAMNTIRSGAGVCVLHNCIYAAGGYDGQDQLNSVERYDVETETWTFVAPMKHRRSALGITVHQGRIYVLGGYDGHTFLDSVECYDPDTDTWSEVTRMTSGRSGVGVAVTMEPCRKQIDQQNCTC
CDK5 p35 inh – inhibitors of human CDK5/p35 kinase, primary screen, biochemical, single concentration | Cyclin-dependent kinase 5 (Homo sapiens) + Cyclin-dependent kinase 5 activator 1 (Homo … | inhibition, % at 10 µM | Recombinant CDK5/p35, ADP-Glo luminescence, 60 min | 330,000 compounds, 0.01% hits | AID 488839, 2010;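 active = highest replicate inhibition of at least 50% and at least 75% of replicates reaching 50%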;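 also: plate controls were DMSO neutral control for no effect and GW8510 at 10 µM for full effect; many of its hits are not listed in these tables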
dFosB activator – activators of delta FosB homodimer, primary screen, biochemical, fluorescence polarization, TAMRA-CDK5 oligo, single point. purified delta FosB; percent of positive-control signal above neutral wells. activation, % at 25 µM. 340,000 compounds, 0.99% hits. AID 493131, 2011;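 active = mean activation above about 17%, with every replicate also reaching it, limit read from the data, passing the limit was not always enough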;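 also: fluorescence polarization rise as delta FosB binds a TAMRA Cdk5 AP-1 oligo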
PfHsp90 set2 – growth inhibition of PfHsp90-expressing yeast, primary screen, antimalarial PfHsp90 inhibitor project, S. cerevisiae, BacTiter-Glo luminescence, single point, set 2; BacTiter-Glo ATP, 48 h; yeast lacking PDR1 and PDR3 efflux regulators; inhibition, % at 9.4 µM; 310,000 compounds, 0.32% hits;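 active = every replicate shows inhibition above about 80%, whatever the replicate mean, limit read from the data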;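 also: 0% = DMSO neutral controls and 100% = 20 µM radicicol positive controls; yeast relying on Plasmodium falciparum Hsp90 in place of its own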
PvdQ acylase – P. aeruginosa PvdQ acylase inhibitors, primary screen, biochemical, fluorescence, plate reader and imaging, single point; purified PvdQ acylase; inhibition, % at 10 µM; 340,000 compounds, 0.063% hits; in the data active = inhibition above about 30%, passing the limit was not always enough;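 also: 0% = vehicle neutral wells and 100% = reference inhibitor wells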
C-LANA FP – inhibitors of KSHV C-LANA binding to DNA, primary screen, biochemical, fluorescence polarization, FAM-LBS DNA, MBP-C-LANA, single point | Kaposi's sarcoma herpesvirus LANA C-terminal domain (residues 932-1162) DNA binding | inhibition, % at 9 µM | 340,000 compounds, 0.078% hits | AID 504423, 2011;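 active = highest replicate inhibition at or above 60% at 9 µM, even if other replicates fall short; inactive = all replicates below 60% inhibition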;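 also: 0% = neutral control wells and 100% = 4 µM acridine orange control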
RTF Ca sens inh – cardiac RTF calcium sensitivity inhibitors, primary screen, biochemical, IANBD-TnC fluorescence, EC70 calcium | 340,000 compounds, 0.12% hits | inhibition, % at 7.15 µM | AID 493244, 2011 | IANBD-labeled cardiac RTF, Ca2+ fluorescence | Troponin I, cardiac muscle (Homo sapiens) + Troponin T, cardiac muscle (Homo sapiens) + …;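 active = inhibition above the mean inhibition of all tested compounds plus 3 SD, cut at about 17% in these data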;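 also: assay run at fixed EC70 calcium of 1.6 mM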
Rtt109 HAT inh – inhibitors of C. albicans Rtt109/Vps75 HAT, primary screen, biochemical, ThioGlo CoA-SH fluorescence, plate reader | inhibition, % at 34.9 µM | 330,000 compounds, 0.16% hits | Histone acetyltransferase RTT109 (Candida albicans (strain SC5314 / ATCC MYA-2876)), … | AID 540336, 2011 | purified Rtt109/Vps75, 4 h;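 active = inhibition of at least 50% in every replicate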
Target sequence (Q5AAJ8 whole entry, looked up): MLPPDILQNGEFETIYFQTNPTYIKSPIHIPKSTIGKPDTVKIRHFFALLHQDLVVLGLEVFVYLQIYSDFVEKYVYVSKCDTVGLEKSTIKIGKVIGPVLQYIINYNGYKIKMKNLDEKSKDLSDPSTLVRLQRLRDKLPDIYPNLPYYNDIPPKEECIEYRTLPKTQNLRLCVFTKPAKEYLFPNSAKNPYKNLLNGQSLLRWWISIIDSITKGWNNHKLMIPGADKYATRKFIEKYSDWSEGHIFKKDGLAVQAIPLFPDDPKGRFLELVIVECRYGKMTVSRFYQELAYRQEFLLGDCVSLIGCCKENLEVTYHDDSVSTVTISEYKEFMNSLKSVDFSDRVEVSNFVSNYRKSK
SUMO Mot1 rescue – yeast Mot1-301 growth rescue at high temperature, primary screen, SUMOylation pathway inhibitor project, S. cerevisiae, ATP luminescence, 38.5C | 320,000 compounds, 1% hits | S. cerevisiae Mot1-301 growth rescue; percent above DMSO median, 100 means doubled | growth rescue, % at 18.8 µM;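 active = every valid replicate shows activation above 250% relative to neutral control wells; inactive = the rest, any valid replicate at or below 250%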;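 also: OY570 slx delta 5 strain wells were the positive control but not used for scaling; some compounds called inactive have numbers as strong as hits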
NSD2 inh – NSD2 histone methyltransferase inhibitors, primary screen, biochemical, AlphaScreen, single concentration, set 2; Histone-lysine N-methyltransferase NSD2 (Homo sapiens), O96028; NSD2 peptide methylation, 120 min; inhibition, % at 12.5 µM; 310,000 compounds, 0.54% hits; AID 743445, 2014; in the data active = inhibition above about 50%
* hit, by the source's call; nt = no result given.

Molecule	RTF Ca sens act	Keap1-Nrf2 PPI	CDK5 p35 inh	dFosB activator	PfHsp90 set2	PvdQ acylase	C-LANA FP	RTF Ca sens inh	Rtt109 HAT inh	SUMO Mot1 rescue	NSD2 inh
COc1ccc(C2/C(=C(/O)c3ccccc3)C(=O)C(=O)N2C)cc1 (stereo not given)	15	-1	-1.4	0	9	0	-1.6	-2	1	-4	nt
Cc1ccc(O)c(CN(C)Cc2cc(C)ccc2O)c1	5	-3	-6.7	-16	-9	-9	2.3	0	1	nt	5
COc1ccc(C2C(C(=O)OC3CCCCC3)=C(C)Nc3nnnn32)c(OC)c1OC (stereo not given)	-7	-4	nt	-9	-32	2	-0.9	-12	21	-3	-3
Cc1cc(C)cc(NC(=O)c2ccc(CSc3nnnn3C)cc2)c1	-1	-3	0.0	-4	-1	21	-1.6	-12	8	nt	-2
CS(=O)(=O)N(CC(=O)Nc1ccccc1C(=O)NCCc1ccccc1)c1ccc2c(c1)OCCO2	0	2	2.9	-5	8	11	-1.3	-5	7	32	-1
O=C(CCSc1ccc(Cl)c(Cl)c1)NC12CC3CC(CC(C3)C1)C2	4	0	-0.7	-10	1	3	0.0	-8	11	-8	1
C=CCNC(=O)CC(=O)N/N=C/c1cccc(C)c1	2	0	0.3	-1	-16	3	-0.1	9	-3	-9	-3
Cc1ccc(C(=O)Nc2ccccc2N2CCCCC2)cc1S(=O)(=O)N1CCOCC1	-12	1	1.5	-9	-34	-6	-0.6	3	9	nt	1
Cc1nnc(SCC(=O)N(C)Cc2ccccc2)[nH]c1=O	4	0	-0.5	-2	-2	-7	0.4	3	nt	5	2
CCOC(=O)c1nnn(CC(=O)N2N=C(c3ccccc3)CC2c2ccccc2)c1C(=O)OCC (stereo not given)	11	1	-0.1	-3	-13	-4	1.1	6	1	-8	-10
O=C1CSCN1c1ccc(Cl)c(Cl)c1	-1	3	0.0	3	nt	7	-0.9	-5	-2	46	3
COc1ccc2c(CCNC(N)=S)c[nH]c2c1	2	-1	-1.4	3	14	-20	0.4	5	7	20	0
Cc1ccc(NC(=O)Cn2cc(C=O)c3ccccc32)cc1	0	-4	-0.4	-2	23	-11	1.4	-10	1	104	-2
COc1cc(OC)cc(C(=O)NCC2CCCO2)c1 (stereo not given)	5	-4	-1.0	4	-7	-12	3.2	-25	9	-2	-1
CCCN(c1ccc(C(=O)OC)cc1)S(=O)(=O)c1ccccc1	-1	-4	-1.4	0	-11	-14	1.4	-10	-22	-15	-5
O=C(O)CCc1ccc(S(=O)(=O)NCCc2ccccc2)cc1	1	-2	-0.7	-3	-3	-9	-0.5	-4	-3	3	-1
O=S(=O)(Nc1c(O)ccc2ccccc12)c1cccc2ccccc12	3	3	-3.7	-6	-50	4	-1.0	0	1	-23	2
C=CCn1nc2n(c1=O)-c1ccccc1SC2	10	-2	-2.4	5	7	0	-1.8	-4	-4	-3	25
O=S(=O)(c1c(F)cccc1F)N(CCc1ccc(F)cc1)C[C@@H](O)COCc1ccccc1	3	-3	-0.3	-11	120*	2	-1.2	1	0	nt	nt
CN(C)c1nc2c(c(N)nn2-c2ccc(Cl)cc2)c(=O)o1	4	0	0.1	-5	-28	-18	1.1	-2	-2	-14	0
COc1cccc2c(Cl)c(CC=C(Cl)Cl)c(C)nc12	3	-5	3.0	-4	-66	2	-7.0	-6	13	-15	-2
NC(=O)c1ccccc1N/C=C/C(=O)c1ccc(F)cc1	2	1	2.4	6	6	-11	1.9	0	7	nt	2
CCOC(=O)C(=NC1CCCCC1)NNc1cccc(C(F)(F)F)c1	4	1	-1.2	3	10	1	0.3	3	10	209	-2
CN(CC(=O)Nc1cccc(F)c1)C(=O)CN1C(=O)C2CCCCC2C1=O (stereo not given)	3	-5	0.6	3	11	-12	-0.2	-5	-6	5	6
N#Cc1cc2c(nc1SCC(=O)O)CCCC2	-4	-3	-2.2	-1	71	-4	-2.0	1	6	-8	-3
COc1cccc(-n2nnnc2SCC(=O)Nc2nc3c(s2)CCCC3)c1	-3	-2	-0.6	-4	-4	4	0.1	9	4	-2	-4
Fc1ccccc1C1CCN(Cc2nc(COc3ccccc3)no2)C1 (stereo not given)	5	-6	-0.3	-12	-1	-12	-0.9	0	-8	2	3
Cc1cc(OCCn2ccnc2)ccc1C(C)C	0	0	-0.8	-12	-8	-8	0.2	-17	2	nt	-2
COc1cccc(OCCn2cccc2/C=C2/C(=N)N3OC(C)=CC3=NC2=O)c1	-8	-6	0.1	-2	26	-3	-1.0	-4	-1	-12	-2
O=C(Nc1cccn2ncnc12)c1cccc(C(F)(F)F)c1	4	0	1.0	-8	-14	1	-0.2	-6	-4	3	-3
COc1ccc(/C=C2/CCCc3ccccc3C2=O)cc1	-8	-3	1.6	-8	17	12	-4.5	-5	-2	nt	2
Cc1nn2c(c1-c1ccccc1)N=C(c1ccco1)CC2c1ccccc1 (stereo not given)	-2	1	0.3	-14	nt	-4	-0.1	1	21	-11	7
COc1ccc(-c2cnc(N)n2C)cc1	2	-2	-3.3	-11	-2	-7	-0.4	7	16	12	2
CCOC(=O)c1cnc(SCC(=O)Nc2ccc(N3CCOCC3)c(Cl)c2)nc1N	-6	0	1.7	-4	16	1	-3.6	-4	-6	5	-3
Cc1ccc(S(=O)(=O)NCC(=O)NNC(=O)c2ccccc2Cl)cc1C	15	-58	0.1	-1	9	-14	17	-19	-1	15	-3
O=C(Cn1nnc(-c2ccccc2)n1)Nc1cccc(S(=O)(=O)N2CCCC2)c1	1	-4	-0.5	-5	nt	-10	-0.4	-15	-6	nt	-3
COc1ccc(C)cc1-n1c(-c2ccncc2)n[nH]c1=S	1	-1	1.2	0	11	-12	1.4	-7	-6	13	-6
CC(C)(C)n1nnnc1C(c1ccncc1)N1CCCCCC1 (stereo not given)	3	-1	-2.2	-5	29	-15	-0.3	-11	-30	5	1
COc1ccc(CCn2c(=O)[nH]c3cc(C(=O)N4CCN(c5ccccc5)CC4)ccc3c2=O)cc1OC	-1	-8	-1.4	-3	-8	-11	-0.7	3	-7	-16	-3
Cc1c(C(=O)NC2CCCCC2)sc2ncnc(N3CCN(c4ccccc4)CC3)c12	-6	2	-0.3	3	-23	-7	0.6	-1	-6	-11	-1
CC1CCCCC1NC(=O)CSC1=Nc2ccccc2C2CC=NN12 (stereo not given)	0	0	0.0	-9	-5	-5	-1.9	2	-2	6	1
Cn1cc([N+](=O)[O-])c(C(=O)NNC(=O)c2ccc([N+](=O)[O-])cc2)n1	2	-4	-0.5	-1	-12	-10	-0.9	-10	0	591	-1
Cc1ccc(CSc2nsc(C)c2C#N)cc1	-8	5	1.8	-5	-3	-2	-1.0	0	2	-8	-13
CCS(=O)(=O)Nc1cccc(C2=NN(S(C)(=O)=O)C(c3cccs3)C2)c1 (stereo not given)	-3	-6	0.0	3	-28	-13	0.0	3	-6	-13	3
Cc1ccc(NC(=O)C2C(c3ccccc3)C=CC(c3ccccc3)C2C(=O)O)cc1 (stereo not given)	-3	0	-1.7	2	-11	-1	-1.6	-2	12	71	0
Cn1nnnc1SCc1nc2ccccc2s1	0	-7	-0.7	1	52	-11	-2.2	-1	7	5	1
Cc1nnc(-c2cnn(-c3ccccc3)c2N)n1Cc1ccc(F)cc1	4	1	-0.2	-3	-9	-14	-1.3	-5	4	4	0
CCOc1ccc(S(=O)(=O)Nc2ccccc2SC)cc1	-9	-2	-5.9	-9	6	-23	-0.8	-3	-20	12	-3
COc1ccc(CN2CCN(Cc3ccc(C(F)(F)F)cc3)CC2)cc1	1	-1	-1.5	-5	11	-9	0.7	-5	0	162	-1
O=C(CC1S/C(=N/N=C/c2ccco2)NC1=O)Nc1cccc(Cl)c1Cl (stereo not given)	5	-5	-2.1	10	-1	4	-1.4	-9	17	3	nt
OCCN1CCN(CC(O)COc2ccc(C34CC5CC(CC(C5)C3)C4)cc2)CC1 (stereo not given)	20	-3	2.0	4	6	-16	0.2	-12	16	39	13
CCCC(NC(=S)NCC1CCCO1)C12CC3CC(CC(C3)C1)C2 (stereo not given)	3	2	0.2	-17	-47	-3	-2.1	-8	-6	201	0
CC1(C)CC(NC(=O)c2cccc3ccccc23)CC(C)(C)N1	-8	-6	-1.5	-1	-5	-12	1.3	-2	-6	-21	15
CC(=O)O[C@H]1CC[C@@]2(C)C(=CC[C@H]3[C@@H]4CC[C@H](C(C)=O)[C@@]4(C)CC[C@@H]32)C1	7	-2	-1.5	-6	-17	-8	-0.1	13	-15	21	nt
COP(=O)(OC)c1nc(-c2ccc([N+](=O)[O-])cc2)oc1N1CCCCC1	-4	-1	1.7	-1	-18	-6	1.6	-6	5	0	2
c1cc(CN2CCCCC2)cc(OCCCNc2nc3ccccc3s2)c1	-2	-2	0.7	4	10	-1	0.9	7	14	-11	nt
O=C(/C(=C/O)N=Nc1ccc(Cl)cc1)c1ccncc1	-7	0	1.1	-4	-43	-21	-0.7	-5	-4	130	nt
CCCCCNS(=O)(=O)c1cc2c3c(c1)CCC(=O)N3CCC2	2	-2	0.4	0	22	-7	-1.5	-8	6	-22	-9
Cc1ccc(C2(C)NC(=O)N(CC(=O)NC3CCCCC3)C2=O)cc1 (stereo not given)	-3	0	1.6	-11	10	-9	0.2	-8	0	nt	5
Cc1ccc(C(=O)NC2CCS(=O)(=O)C2)cc1S(=O)(=O)N1CCCCC1 (stereo not given)	-3	-4	-1.2	-5	6	11	0.8	-20	5	5	4
CCOc1ccc(CCNC(=O)c2cc(C)on2)cc1OCC	3	1	-0.4	-4	-7	6	1.3	1	18	5	0

Screening data deposited in PubChem by several laboratories.
